Source: PubChem BioAssay (Institute for Biomedicine and Glycomics)
anti-Giardia = anti-Giardia activity of synthetic compounds – Compounds Australia Scaffold Library subset, 24/48 h, primary screen (AID 1794835); stronger effect = higher value; 2,500 compounds, 2% hits; inhibition, % at 10 µM; in the data active = inhibition mostly above about 45%, no sharp cut-off; inactive = mostly below about 37%;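 note: 0% = parasite counts in DMSO vehicle wells; trophozoite growth inhibition read by imaging counts at 24 h; calls made by hand needing about 50% inhibition in two separate runs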
An asterisk follows results filed as active. These rows are one share of the data, so the mix of outcomes need not match the whole.

What do the screens show for `Cc1ccc(-n2nnc(-c3nc(-c4ccc5c(c4)OCO5)no3)c2N)cc1`?
anti-Giardia: inactive

What do the screens show for `Fc1cccc(Nc2c3c(nc4ccccc24)CCC3)c1`?
anti-Giardia: 56*

What do the screens show for `CCCOc1ccc(CN2CCCC2c2c(C)noc2C)cc1` (stereo not drawn)?
anti-Giardia: 17

How did O=C(c1cc(Cl)c2c(c1)OCCO2)N1CCN(S(=O)(=O)Cc2ccccc2)CC1 do in these assays?
anti-Giardia: inactive

How did Cc1ccc(C2C(=C(O)c3c(C)nc4ccccn34)C(=O)C(=O)N2CCCN2CCOCC2)o1 (stereo not drawn) do in these assays?
anti-Giardia: inactive

How did CCOC(=O)c1cccc(NS(=O)(=O)c2cc3c(cc2Cl)N(C(C)=O)CCO3)c1 do in these assays?
anti-Giardia: inactive

What do the screens show for `Cn1cc(CN2CCCN(C(=O)Nc3nnc(C(C)(C)c4ccccc4)s3)CC2)cn1`?
anti-Giardia: inactive

How did Cc1nc(-c2cccc(N3CC(C(=O)NCc4ccccc4)CC3=O)c2)no1 (stereo not drawn) do in these assays?
anti-Giardia: inactive

What do the screens show for `CSc1ccc(Cl)c(C(=O)N2CCCN(C(=O)c3ccncc3)CC2)c1`?
anti-Giardia: 46

How did CN1CCC(NC(=O)c2ccc(-n3cc(CNC(=O)C4CCC4)cn3)cc2)CC1 do in these assays?
anti-Giardia: 3

How did O=C1CN(C(=O)c2cccnc2Nc2ccccc2F)CCN1 do in these assays?
anti-Giardia: inactive

What do the screens show for `c1ccc(-c2ncc3c(n2)CCN(c2ncnc4sc5c(c24)CCC5)C3)cc1`?
anti-Giardia: inactive

What do the screens show for `Cc1cccc(C)c1NC(=O)c1cc(-c2ccccc2)nc2c1cnn2Cc1cccnc1`?
anti-Giardia: 18

What do the screens show for `Cc1ccc2c(c1)N(C(=O)N1CCCC(C(=O)NCc3ccc4c(c3)OCO4)C1)CC(C)O2` (stereo not drawn)?
anti-Giardia: inactive

How did CCCCNC(=O)Cn1c(=O)c2c(C)cc(C)nc2n(-c2ccccc2)c1=O do in these assays?
anti-Giardia: 4

Results for Cc1cccc(CC(=O)N2CCN(C(=O)c3c[nH]c(=O)[nH]3)CC2)c1 ?
anti-Giardia: 3

What do the screens show for `Cc1cccc(CN2C(=O)C3(c4ccccc42)N(c2cc(C)cc(C)c2)C(=O)CS3(=O)=O)c1` (stereo not drawn)?
anti-Giardia: inactive

What do the screens show for `CCOC(=O)c1cccc(NC(=O)c2ccc(-n3cnc(NC(C)=O)c3)cc2)c1`?
anti-Giardia: inactive

What do the screens show for `COc1ccc(CNC(=O)c2sc(Nc3ccc(F)cn3)nc2C)cc1`?
anti-Giardia: 12

What do the screens show for `O=C(CC1COc2ccccc2N1Cc1ccccc1)N1CCc2ccccc2C1` (stereo not drawn)?
anti-Giardia: inactive

How did Cn1ncc(N2CCCC(C(=O)NCCN3CCCCCC3)C2)cc1=O (stereo not drawn) do in these assays?
anti-Giardia: inactive

Results for CC(=O)c1ccc(C(=O)N2CC=C(c3ccccc3)CC2)s1 ?
anti-Giardia: inactive

How did CCC1Oc2ccc(Cl)cc2N(CC(=O)N2CCN(c3c(C)n(C)c(=O)n(C)c3=O)CC2)C1=O (stereo not drawn) do in these assays?
anti-Giardia: inactive

How did Cc1cc(N2CCN(c3ccccc3F)CC2)n2cnnc2n1 do in these assays?
anti-Giardia: 30

Results for Cc1cc(NCc2ccccc2CN2CCCC2)nc(-c2ccncc2)n1 ?
anti-Giardia: inactive

What do the screens show for `O=C1C2CCCN2C(=O)N1CC(O)COCc1cccs1` (stereo not drawn)?
anti-Giardia: inactive

Results for Cc1ccc(OCCn2c(S(=O)(=O)O)nc3c(N)ncnc32)cc1 ?
anti-Giardia: inactive

What do the screens show for `Cc1nc(C2CCCN2Cc2nnc(C3CC3)n2C)no1` (stereo not drawn)?
anti-Giardia: inactive

How did COc1cc(N2CCn3c(nc4cc(Cl)ccc43)C2)ccc1NC(=O)COc1ccccc1 do in these assays?
anti-Giardia: inactive

How did Cc1cccc(C)c1NC(=O)CN1CCN(C(=O)c2ccc3ncsc3c2)CC1 do in these assays?
anti-Giardia: inactive

How did Cc1ccc(C2CCCN2S(=O)(=O)CC2CCCO2)o1 (stereo not drawn) do in these assays?
anti-Giardia: inactive

Results for CCN1CCCC1CNC(=O)c1cc2c(=O)n(CCOC)c3ccccc3n2n1 (stereo not drawn) ?
anti-Giardia: inactive

Results for Cc1ccc(NC(=O)Nc2ccc3c(c2)CN(Cc2ccccc2)C3)c(C)c1 ?
anti-Giardia: 41

What do the screens show for `COC(=O)c1ncn2c1C(=O)N(Cc1ccc(C)cc1)C(C)(C(=O)NCc1ccccc1)C2` (stereo not drawn)?
anti-Giardia: inactive

What do the screens show for `Cc1cc(C(=O)CN(C)Cc2ccc3c(c2)OCO3)c(C)n1-c1c(C)n(C)n(-c2ccccc2)c1=O`?
anti-Giardia: inactive

How did O=C(c1cccc([N+](=O)[O-])c1)N1N=C2CCCCC2C1(O)C(F)(F)F (stereo not drawn) do in these assays?
anti-Giardia: inactive

Results for Cc1c(-c2ccccc2)sc2ncn(Cc3noc(-c4ccccc4Cl)n3)c(=O)c12 ?
anti-Giardia: inactive

What do the screens show for `CC1(c2ccco2)NC(=O)N(Cc2cn(-c3ccccc3)nc2-c2ccccc2)C1=O` (stereo not drawn)?
anti-Giardia: inactive

What do the screens show for `COCCN1CCCN(C(=O)C2CCCN(S(C)(=O)=O)C2)CC1` (stereo not drawn)?
anti-Giardia: 15

How did CC(C)c1nc2ccc(NC(=O)C3CCC3)cc2o1 do in these assays?
anti-Giardia: inactive

In the list so far, these contain a carbonyl joined to an NH by a bond outside any ring.
What do the screens show for `Cn1cc(CN2CCCN(C(=O)Nc3nnc(C(C)(C)c4ccccc4)s3)CC2)cn1`?
anti-Giardia: inactive

How did Cc1nc(-c2cccc(N3CC(C(=O)NCc4ccccc4)CC3=O)c2)no1 (stereo not drawn) do in these assays?
anti-Giardia: inactive

How did CN1CCC(NC(=O)c2ccc(-n3cc(CNC(=O)C4CCC4)cn3)cc2)CC1 do in these assays?
anti-Giardia: 3

What do the screens show for `Cc1cccc(C)c1NC(=O)c1cc(-c2ccccc2)nc2c1cnn2Cc1cccnc1`?
anti-Giardia: 18

What do the screens show for `Cc1ccc2c(c1)N(C(=O)N1CCCC(C(=O)NCc3ccc4c(c3)OCO4)C1)CC(C)O2` (stereo not drawn)?
anti-Giardia: inactive

How did CCCCNC(=O)Cn1c(=O)c2c(C)cc(C)nc2n(-c2ccccc2)c1=O do in these assays?
anti-Giardia: 4

What do the screens show for `CCOC(=O)c1cccc(NC(=O)c2ccc(-n3cnc(NC(C)=O)c3)cc2)c1`?
anti-Giardia: inactive

What do the screens show for `COc1ccc(CNC(=O)c2sc(Nc3ccc(F)cn3)nc2C)cc1`?
anti-Giardia: 12

How did Cn1ncc(N2CCCC(C(=O)NCCN3CCCCCC3)C2)cc1=O (stereo not drawn) do in these assays?
anti-Giardia: inactive

How did COc1cc(N2CCn3c(nc4cc(Cl)ccc43)C2)ccc1NC(=O)COc1ccccc1 do in these assays?
anti-Giardia: inactive

How did Cc1cccc(C)c1NC(=O)CN1CCN(C(=O)c2ccc3ncsc3c2)CC1 do in these assays?
anti-Giardia: inactive

Results for CCN1CCCC1CNC(=O)c1cc2c(=O)n(CCOC)c3ccccc3n2n1 (stereo not drawn) ?
anti-Giardia: inactive

Results for Cc1ccc(NC(=O)Nc2ccc3c(c2)CN(Cc2ccccc2)C3)c(C)c1 ?
anti-Giardia: 41

What do the screens show for `COC(=O)c1ncn2c1C(=O)N(Cc1ccc(C)cc1)C(C)(C(=O)NCc1ccccc1)C2` (stereo not drawn)?
anti-Giardia: inactive

How did CC(C)c1nc2ccc(NC(=O)C3CCC3)cc2o1 do in these assays?
anti-Giardia: inactive

Going on with the list.
What do the screens show for `COCc1nncn1C1CCN(C(=O)Cc2ccc(Cl)cc2)CC1`?
anti-Giardia: inactive

What do the screens show for `COc1ccc(-c2ncc3c(n2)CCN(C(=O)Nc2cccc(C)c2C)C3)cc1`?
anti-Giardia: inactive

How did O=C(NCC1CC1)c1nnn(-c2ccccc2)c1-c1ccncc1 do in these assays?
anti-Giardia: inactive

Results for COc1ccc(OCC(O)Cn2nnc(-c3cccnc3)n2)cc1 (stereo not drawn) ?
anti-Giardia: inactive

How did Cc1cccc(-c2noc(C3CCCN3S(=O)(=O)c3ccc(C(C)(C)C)cc3)n2)c1 (stereo not drawn) do in these assays?
anti-Giardia: inactive

Results for CC1Cc2ccccc2N1C(=O)C1CCN(S(C)(=O)=O)CC1 (stereo not drawn) ?
anti-Giardia: inactive

Results for CC(=O)N1CCCN(C(=O)C2CC(=O)N(c3ccccc3)C2)CC1 (stereo not drawn) ?
anti-Giardia: inactive

How did CN1CC(c2nc3ccccc3[nH]2)CC1=O (stereo not drawn) do in these assays?
anti-Giardia: inactive

Results for CCc1noc(C)c1C(=O)N1CCCN(Cc2csc(C)n2)CC1 ?
anti-Giardia: 29

Results for COc1cccc(CC(=O)N2CCC(c3nc4ccccc4o3)CC2)c1 ?
anti-Giardia: inactive

How did COc1ccc(C(=O)N2c3ccccc3NC(=O)CC2C)cc1OC (stereo not drawn) do in these assays?
anti-Giardia: inactive

What do the screens show for `COc1ccc(OCCN2CC(=O)N(c3ccc(C)cc3)[C@@H]3CS(=O)(=O)C[C@@H]32)cc1`?
anti-Giardia: 1

How did Cc1ccc(-c2noc(-c3nnn(-c4cccc(F)c4)c3C)n2)cc1 do in these assays?
anti-Giardia: inactive

Results for O=C(C1Cc2ccccc2O1)N1CCCN(c2nccs2)CC1 (stereo not drawn) ?
anti-Giardia: inactive

Results for Cn1nc2c(c1NC(=O)c1cccc(NC(=O)C(C)(C)C)c1)CCC2 ?
anti-Giardia: inactive

Results for Cc1nn(C)c(C)c1C1CCCN1Cc1nnnn1-c1ccccc1 (stereo not drawn) ?
anti-Giardia: inactive

How did Cc1cccc(NC(=O)N2CCN(c3nc(C)cc(N4CCN(C)CC4)n3)CC2)c1 do in these assays?
anti-Giardia: 17

What do the screens show for `O=C(NCc1ccco1)c1ccc(-c2noc(C3CCN(C(=O)c4ccccc4)CC3)n2)cc1`?
anti-Giardia: inactive

How did O=C(NCCc1ccccn1)c1ccc2[nH]c3c(c2c1)CN(C(=O)C1CCC1)CC3 do in these assays?
anti-Giardia: inactive

How did O=C(C1Cc2ccccc2CN1C(=O)c1ccco1)N1CCN(c2ccccc2)CC1 (stereo not drawn) do in these assays?
anti-Giardia: inactive

How did NC(=O)N1CCCN(c2nc(C3CC3)nc3scc(-c4ccccc4)c23)CC1 do in these assays?
anti-Giardia: inactive

Results for Cc1cc(-c2nnc(CN3CCc4sccc4C3c3cccs3)o2)c(C)o1 (stereo not drawn) ?
anti-Giardia: inactive

How did Cc1nc(-c2ccncc2)nc2c1CCC(=O)N2CCC1=CCCCC1 do in these assays?
anti-Giardia: inactive

How did CCc1nc(C2CCCN2Cc2c(C)noc2C)no1 (stereo not drawn) do in these assays?
anti-Giardia: 2

What do the screens show for `Cc1nc(-c2ccc(S(=O)(=O)NC3CCCCCC3)cc2)co1`?
anti-Giardia: inactive

What do the screens show for `c1ccc(-c2nnc(CN3CCn4c(nnc4C4CC4)C3)o2)cc1`?
anti-Giardia: inactive

Results for Cc1ccccc1C(=O)N[C@@H]1CCCC[C@H]1NC(=O)C1CCCN(C(=O)c2ccc(Cl)cc2)C1 (stereo partly drawn) ?
anti-Giardia: 4

Results for CN(C)C(=O)c1n[nH]c2c1CN(C(=O)CCc1ccccc1)CC2 ?
anti-Giardia: inactive

What do the screens show for `CC(=O)c1ccc(N2CCN(C(=O)c3ccc(=O)[nH]n3)CC2)cc1`?
anti-Giardia: inactive

What do the screens show for `Cc1ccc(C)c(S(=O)(=O)N2CCN(C(=O)C3CC(=O)Nc4cc(F)ccc43)CC2)c1` (stereo not drawn)?
anti-Giardia: inactive

Results for O=S(=O)(c1ccc(Nc2ccn(CCO)n2)cc1)C(F)(F)F ?
anti-Giardia: inactive

Results for FC(F)(F)c1cccc(-n2cc(-c3cnn(Cc4ccccc4)c3)cn2)c1 ?
anti-Giardia: 1

Results for Cn1ncc2c1CCCC2NC(=O)N1CCCC1CN1CCCC1 (stereo not drawn) ?
anti-Giardia: inactive

How did Cc1ccc(S(=O)(=O)[C@H]2CS(=O)(=O)C[C@@H]2N2CCC(C(N)=O)CC2)cc1 do in these assays?
anti-Giardia: inactive
